14-3-3g Raf: 14-3-3 gamma protein interaction modulation. FP, 14-3-3gamma / TMR-pS259-Raf peptide binding. AID 422. P61981. inhibition, % at 40 µM. hit rate 0.19% among 160,000; in the data active = inhibition above about 30%;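 also: 0% = protein plus tracer without compound and 100% = blank with tracer alone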
Target sequence (P61981 whole entry, looked up): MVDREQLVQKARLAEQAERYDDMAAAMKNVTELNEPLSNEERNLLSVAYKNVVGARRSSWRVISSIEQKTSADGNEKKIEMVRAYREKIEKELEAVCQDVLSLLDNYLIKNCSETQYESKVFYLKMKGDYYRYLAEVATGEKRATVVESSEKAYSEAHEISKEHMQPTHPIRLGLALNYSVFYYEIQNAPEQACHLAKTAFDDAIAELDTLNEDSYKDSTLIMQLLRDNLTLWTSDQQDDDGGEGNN
* marks the source's active call; other numbers are inactive results; & = joins results of further samples. Some of the compounds tested. The share of hits here may be higher or lower than overall.

Sample of the layout:
SMILES | 14-3-3g Raf
CCCCCOC(=O)C1=C(C)NC2=C(C(=O)CC(C)(C)C2)C1c1ccccc1OC(C)C (stereo unspecified) | -2
c1ccc(CCc2ccccc2-c2nc(-c3ccccn3)no2)cc1 | 2
Cc1cccc(OCC(=O)Nc2ccc3c(c2)OCCO3)c1 | -3
CCCOc1ccc(C(=O)NCCCn2ccnc2)cc1 | 2

The listing, repeating the preview:
SMILES | 14-3-3g Raf
CCCCCOC(=O)C1=C(C)NC2=C(C(=O)CC(C)(C)C2)C1c1ccccc1OC(C)C (stereo unspecified) | -2
c1ccc(CCc2ccccc2-c2nc(-c3ccccn3)no2)cc1 | 2
Cc1cccc(OCC(=O)Nc2ccc3c(c2)OCCO3)c1 | -3
CCCOc1ccc(C(=O)NCCCn2ccnc2)cc1 | 2
CC(C(=O)c1ccccc1)[n+]1cccc(Br)c1 (stereo unspecified) | -1
O=C(CN(Cc1ccc2c(c1)OCO2)C(=O)CNS(=O)(=O)c1ccccc1)NCc1ccco1 | 1
O=C1CN(C(=O)c2ccccc2Br)C(c2ccc(F)cc2)c2cc(F)ccc2N1 (stereo unspecified) | -12
Cc1nc2ccc3nc(NC(=O)c4cccc(Br)c4)sc3c2s1 | -20
Cc1ccc2oc(-c3ccc(NC(=O)c4ccc(Cl)cc4)cc3)nc2c1 | -16
Cc1ccc(N2C(=O)C(=O)/C(=C(/O)c3ccccc3)C2c2cccc(F)c2)cc1Br (stereo unspecified) | -4
CCOc1ccc(-c2nnc(NC(=O)C3CCCCC3)s2)cc1 | 11
COC(=O)C1=C(C)N=C2SCCC(=O)N2C1c1ccccc1F (stereo unspecified) | -11
O=C(Cc1ccc(-n2c(=O)[nH]c3ccsc3c2=O)cc1)NCCc1ccccc1 | -7
COc1ccc(S(=O)(=O)N2CCC(C(=O)N3CCCC3)CC2)cc1 | -6
COc1cc(NC(=O)c2ccco2)c(OC)cc1NC(=O)c1cc(OC)c(OC)c(OC)c1 | -17
CCOP(=O)(c1ccc(N(C)C)cc1)C(O)c1c(Cl)cccc1Cl (stereo unspecified) | 1
COc1ccc(Cl)cc1S(=O)(=O)N1CCCC(C(=O)NCC(N)=O)C1 (stereo unspecified) | -11
COc1ccc(S(=O)(=O)Cc2ccc(C(=O)N3CCN(C4CCCCC4)CC3)o2)cc1 | 2
CCOC(=O)c1c(C)oc2cc(Br)c(OCC(=O)OC(C)(C)C)cc12 | -15
Cc1ccc(-n2ncc3c(=O)[nH]c(SCC(=O)NC4CCCCC4)nc32)cc1 | 13
CC(C)C(NS(=O)(=O)c1cccs1)C(=O)NCc1ccc2c(c1)OCO2 (stereo unspecified) | -4&-7
Cc1ccc(CC2(O)CC(C)N(C)CC2C)c(C)c1 (stereo unspecified) | -4
COC(=O)c1c(NC(=O)CSc2n[nH]c(N)n2)sc(C)c1C | -4
Cc1ccc(Sc2c(C)nn(S(=O)(=O)c3ccc(Cl)cc3)c2C)cc1 | -7
COCCCNC(=O)c1cc(Nc2cccc(SC)c2)nc2ccccc12 | 14

(more compounds)
SMILES | 14-3-3g Raf
O=S(=O)(c1cccc(S(=O)(=O)N2CCOCC2)c1)N1CCOCC1 | 3
CCOc1ccc(OCC)c(S(=O)(=O)n2ccnc2C)c1 | -2
COc1ccc(N=C2C(=O)Nc3ccc(C)c(Br)c32)cc1 | -27
CC(C)(C)c1ccc(S(=O)(=O)N2CCCC2C(=O)N2CCOCC2)cc1 (stereo unspecified) | -16
CCCCSc1nnc(-c2c[nH]c3ccccc23)n1CCOC | -2
C#CCOC(=O)CCC(=O)Nc1ccc(I)cc1 | -5
CCOc1ccc(NC(=O)c2cc3c(=O)n4ccccc4nc3n(CCOC)c2=N)cc1 | -7
CC(=O)c1ccc(NC(=O)c2ccc(C(=O)O)cc2C(=O)O)cc1 | 10
Cc1c(N=Cc2ccc([N+](=O)[O-])cc2)c(=O)n(-c2ccccc2)n1C | 5
CC(=O)Oc1c(Cc2ccccc2)c(=O)oc2ccccc12 | -10
COc1cc(C(O)P(=O)(OC(C)C)c2ccc(N(C)C)cc2)cc(OC)c1OC (stereo unspecified) | -4
Cc1ccc(S(=O)(=O)N2CC3(C(C)C)CN(S(=O)(=O)c4ccc(C)cc4)CC(C(C)C)(C2)C3=O)cc1 | 8
Cc1ccc(CNC(=O)C2c3ccccc3C(=O)N(C)C2c2cccs2)o1 (stereo unspecified) | -1
Cn1c(=O)c(C(=O)Nc2ccccn2)c(O)c2ccccc21 | -2&-4
CCc1ccccc1NC(=O)c1cc(S(=O)(=O)NCCC2=CCCCC2)ccc1F | 3
COc1cc(NC(=O)c2ccc(-c3ccc([N+](=O)[O-])cc3)o2)cc(OC)c1 | -15
Cc1onc(-c2c(F)cccc2Cl)c1C(=O)Nc1cccc2nsnc12 | 5
O=C(CCn1c(=S)[nH]c2cc3c(cc2c1=O)OCO3)NCc1ccccc1 | -13
CCC(=O)Nc1nnc(-c2ccc(F)cc2)s1 | -8
COc1ccc(C(=O)Oc2ccc3oc(C)c(C(=O)OC(C)C)c3c2)cc1OC | 2
N=c1c(C(=O)NCC2CCCO2)cc2c(=O)n3ccccc3nc2n1Cc1cccnc1 (stereo unspecified) | 3
CCCCCCn1c(SCCC)nc2c1c(=O)[nH]c(=O)n2C | -7
Cc1ccc(NC(=O)c2ccccc2C)c(Br)c1 | 0
COc1cccc(NC(=O)c2ccccc2-c2nc(-c3ccccc3)no2)c1 | -11
Cc1ccc(Cn2nc(C)c(NC(=O)c3cc(-c4ccc5c(c4)OCO5)on3)c2C)cc1 | 1&-4

Later entries:
SMILES | 14-3-3g Raf
C=CCOc1c(Cl)cc(C2NC(=O)NC(C)=C2C(=O)OC)cc1Cl (stereo unspecified) | -8
Cc1cccc(CCNC(=O)C2CCC(CNS(=O)(=O)c3cccs3)CC2)c1 (stereo unspecified) | -1
Cn1c(-c2ccccc2)cc2c3no[n+]([O-])c3ccc21 | 1
CCN1CCN(C(c2cccc(OC)c2)c2sc3nc(C)nn3c2O)CC1 (stereo unspecified) | 0
O=S(=O)(NC1CCCC1)c1cccc(S(=O)(=O)N2CCC(n3nnc4ccccc43)CC2)c1 | -42
CC1CC(C)(C)NC(=O)O1 (stereo unspecified) | -6
CCN1CCN(c2nc3c(C)cccn3c(=O)c2/C=C(\C#N)S(=O)(=O)c2ccc(C)cc2)CC1 | -9
CCCCn1c(=NC(=O)c2ccc(-c3ccccc3)cc2)c(C(=O)OCC)cc2c(=O)n3ccccc3nc21 | -3
C=CCSC1=NC(N)=C(C#N)C2(CCCCC2)C1C(N)=O (stereo unspecified) | 8
COc1ccccc1-n1c(C=Cc2cccc(C(F)(F)F)c2)nc2ccccc2c1=O | 2
O=C(CS(=O)(=O)c1ccccc1)Nc1ccc(S(=O)(=O)Nc2ccccn2)cc1 | 2
CS(=O)(=O)c1ccc2nc(NC(=O)c3cccs3)sc2c1 | -15&-3
COc1ccc(OC)c2sc(NC(=O)CCS(=O)(=O)c3ccccc3)nc12 | 3
CCN(CC)C(=O)c1sc(NC(=O)c2ccco2)c(C#N)c1C | -13
COc1ccc(C(=O)Nc2c3c(nn2C(C)(C)C)CSC3)c(OC)c1 | -17
O=C(CCN1C(=O)COc2ccccc21)N1CCCC1 | 6
CCOc1ccc(-c2nc(N)ncc2-c2ccccc2)c(O)c1 | -6
Cc1ccc2c(c1)C(c1c(C)n(C)n(-c3ccccc3)c1=O)c1ccccc1O2 (stereo unspecified) | -8
C=CCN(C(=O)Cc1c(C(=O)O)[nH]c2ccccc12)c1ccccc1 | -8
CCOC(=O)c1sc(C)c2c1NC1(CCCCC1)NC2=O | -4
CCOC(=O)c1ccc(-n2c(-c3ccco3)nc3ccccc3c2=O)cc1 | 2
COc1ccc(NC(=O)c2oc3ccccc3c2NC(=O)COc2ccccc2OC)c(OC)c1 | -12
C=CCOc1ccc(-c2nn(-c3ccccc3)cc2C2NC(=O)NC(C)=C2C(=O)OC(C)C)cc1 (stereo unspecified) | 3
CC(C)OC(=O)CSc1nc2cccnc2n1C1CCCCC1 | -11
CC(=O)Nc1c(O)nc(SCC(=O)N2CCN(c3ccc(F)cc3)CC2)[nH]c1=O | 12

The list continues:
SMILES | 14-3-3g Raf
COCCNC(=O)c1cc2c(=O)n3cccc(C)c3nc2s1 | 5
CCN(CC)c1ccc(NS(=O)(=O)c2ccccc2)cc1 | -2
CC1=CN2C(=O)NC(C(F)(F)F)(C(F)(F)F)N=C2C=C1 | 2
Cc1ccc(-c2nc3ncccc3o2)cc1NC(=O)COc1ccc(C(C)C)cc1 | -20
O=C(C1CCN(S(=O)(=O)c2ccc(Br)s2)CC1)N1CCN(C2CCCCC2)CC1 | 0
O=C1CC(c2ccccc2)C(=O)N1c1cccc(O)c1 (stereo unspecified) | 0
CCOC(=O)c1nnn(-c2nonc2N)c1-c1cccs1 | -6
COc1cccc(OC)c1OCC(O)CN1C(C)CCCC1C (stereo unspecified) | -4
CC(C)Cc1nnc(NC(=O)CCN2C(=O)c3ccccc3C2=O)s1 | 4
CCCn1nnnc1NCc1cccn1C | -5
CCNS(=O)(=O)c1ccc(NC(=O)c2cc(C(F)(F)F)nn2C)cc1 | -12&5
COc1ccccc1C1NC(=S)NC2=C1C(=O)CCC2 (stereo unspecified) | -2
CCCc1cc(=O)[nH]c(/N=C(/N)Nc2cccc(C)c2)n1 | 6
CC(C)Cn1c(N)c(C(=O)COC(=O)c2ccc3ccccc3n2)c(=O)n(C)c1=O | 0
Nc1[nH]nc2nc(-c3ccco3)c3c(c12)CCCC3 | -6
CCC(C)(C(=O)NC1CCCCC1)N(C(=O)c1cnccn1)c1c(C)n(C)n(-c2ccccc2)c1=O (stereo unspecified) | 3
O=C(O)Cc1c(Sc2ccccc2)c2ccccc2n1Cc1ccccc1 | -3
CCCOc1ccc(/C(O)=C2/C(=O)C(=O)N(CCOC)C2c2cccnc2)cc1 (stereo unspecified) | -10
O=C1C2C3C=CC(C2C(=O)N1c1ccccc1)C1C(=O)N(c2ccccc2)C(=O)C31 (stereo unspecified) | -5
Cc1cccc(C(=O)Nc2sc3c(c2C(=O)NCc2ccco2)CCC(C)C3)c1 (stereo unspecified) | -1
COC(=O)C(NC(=O)c1ccco1)(Nc1sc2c(c1C#N)CCC(C(C)(C)C)C2)C(F)(F)F (stereo unspecified) | -16
COc1ccc(C2CC(C(F)(F)F)n3ncc(C(=O)Nc4ccccc4SC)c3N2)cc1 (stereo unspecified) | 4
Cc1c(C=Cc2nc3ccccc3c(=O)n2C)c2ccccc2n1C | -7
O=C(CN(Cc1ccco1)C(=O)CNS(=O)(=O)c1ccc(F)cc1)NCCc1ccccc1 | 1
CC(=O)COc1cc2c(C)cc(=O)oc2cc1Cl | -10

5 compounds from above, sorted by length of the SMILES, lowest first:
SMILES | 14-3-3g Raf
O=C1CC(c2ccccc2)C(=O)N1c1cccc(O)c1 (stereo unspecified) | 0
Nc1[nH]nc2nc(-c3ccco3)c3c(c12)CCCC3 | -6
CC(C)Cc1nnc(NC(=O)CCN2C(=O)c3ccccc3C2=O)s1 | 4
O=C(C1CCN(S(=O)(=O)c2ccc(Br)s2)CC1)N1CCN(C2CCCCC2)CC1 | 0
COC(=O)C(NC(=O)c1ccco1)(Nc1sc2c(c1C#N)CCC(C(C)(C)C)C2)C(F)(F)F (stereo unspecified) | -16

(more compounds)
SMILES | 14-3-3g Raf
Cc1c(NC(=O)c2ccc(=O)oc2)c(=O)n(-c2ccccc2)n1C | 1
O=C(CN1C(=O)CCS(=O)(=O)c2ccccc21)Nc1cccc(F)c1 | -3
C=CCn1c(SCC(=O)Nc2c(C)cc(C)cc2C)nnc1-c1cccs1 | -11
CC1CCN(S(=O)(=O)c2ccc3[nH]c(=O)cc(C(=O)NCCCN4CCCCCC4)c3c2)CC1 | -1
COCCNC(=O)Cc1cn(C)c2ccccc12 | 1&8
O=C(CN1/C(=C(/O)c2ccccc2)C(=O)c2ccccc2S1(=O)=O)c1ccc([N+](=O)[O-])cc1 | -2
COc1ccc(CCN2CC(C(=O)NCc3ccc(C)cc3)CC2=O)cc1OC (stereo unspecified) | -10
C=CCN(Cc1cc(OC)ccc1OC)S(=O)(=O)N(C)C | 1
Cn1c(=O)c2c(SCc3cccnc3)nc(-c3ccc(F)cc3)nc2n(C)c1=O | -5
COc1ccc(-n2c(=O)[nH]cc(C(=O)Nc3ccc(NC(C)=O)cc3)c2=O)cc1 | -6
CN(C)/C=N/c1c(C#N)nnn1Cc1ccccc1 | -4
Cc1ccc(-c2nc3cc(N=Cc4cc([N+](=O)[O-])ccc4O)ccc3o2)cc1C | -100
O=C(CN1C(=O)c2ccccc2C1=O)Nc1nc(-c2ccncc2)cs1 | -19
CCOc1ccc(-n2c(SCC(=O)Nc3cccc(F)c3)nc3c(c2=O)SCC3)cc1 | -13
COc1ccc2[nH]c(=O)c(CN(C)C(=O)c3ccncc3)cc2c1 | 1
Cc1ccc(Nc2nc(-c3cccnc3)cs2)cc1 | -1
CCCC(c1nnnn1Cc1ccc(OC)cc1)N1CCN(c2ccccc2OC)CC1 (stereo unspecified) | -2
O=C(O)CCNC(=O)c1ccc(Br)o1 | -11
O=C(CSc1nc2c(c(=O)n1-c1ccccc1)SCC2)N1CCCC1 | -8
O=C(CSc1c(-c2ccccc2)c2cc(Cl)ccc2[nH]c1=O)Nc1ccc(F)cc1 | -1
CCCn1c(SCC(=O)N2CCN(c3ccc(OC)cc3)CC2)nc2c1c(=O)n(C)c(=O)n2C | 2
CC(C)(C)c1ccc(OCCSc2nc(N)cc(=O)[nH]2)cc1 | -2
Cc1ccccc1N(CC(=O)NC1CCCC1)C(=O)CS(=O)CC(=O)Nc1ccc2c(c1)OCO2 (stereo unspecified) | -1
Cc1nc2cc(NC(=O)c3cccc([N+](=O)[O-])c3)ccc2s1 | -6
COc1ccccc1CN1C(=O)CCC1(C)C(=O)NCc1cccnc1 (stereo unspecified) | -2
CN1CCN(C(=O)c2c(O)c3cccc4c3n(c2=O)CC4)CC1 | 0
COC(=O)c1cc2cc(Br)ccc2oc1=O | -87
